# Screening data deposited in PubChem by several laboratories.
# K1F lysis inhibition – inhibition of K1F phage lysis, E. coli UTI89, bacterial capsule biogenesis inhibitors, alamar blue (AID 488966). one-dose inhibition, % at 100 µM; IC50 in µM for titrated hits. E. coli UTI89 K1F phage lysis, alamar blue, 2 h; higher % means a stronger effect. 0.02% of 340,000 active;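 active = phage lysis inhibition, versus mean bacterial control, above a set limit; inconclusive = no clear call, values can overlap the other calls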;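 note: capsule biogenesis inhibitors block K1F phage lysis so surviving cells raise fluorescence; higher fluorescence means more inhibition of phage lysis; actives were called in the ten point dose series up to 300 µM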
# AID2073 – inhibitors of Mint1-CaV2.2 protein interaction, biochemical, HTRF (AID 2073); 0.19% of 290,000 active; one-dose inhibition, % at 20 µM; IC50 in µM for titrated hits; Voltage-dependent N-type calcium channel subunit alpha-1B (Homo sapiens); HTRF protein-protein interaction, Mint1-CaV2.2; higher % means a stronger effect; in the data active = inhibition mostly above about 51%, no sharp cut-off; inconclusive = no clear call, values can overlap the other calls; inactive = mostly below about 53%; note: some results filed as inactive read as strong as hits
# LYP phosphatase – inhibitors of LYP phosphatase, biochemical, fluorescence intensity, uHTS (AID 1779). Tyrosine-protein phosphatase non-receptor type 22 (Homo sapiens). recombinant LYP phosphatase, fluorescence intensity; higher % means a stronger effect. one-dose inhibition, % at 11.5 µM; IC50 in µM for titrated hits. 0.054% of 290,000 active; in the data active = inhibition above about 50%;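 note: plate controls were vehicle with enzyme for no effect and no enzyme for full effect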
# NTR1 ag – agonists of NTR1, primary screen, imaging, U2OS cells, beta-arrestin-GFP, high content (AID 493036). Neurotensin receptor type 1 (Homo sapiens), P30989. 0.17% of 330,000 active. NTR1-U2OS beta-arrestin-GFP spot imaging, agonist mode. activation, % at 20 µM;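 active = activation at or above 40% of the spot to cytoplasm intensity ratio, with at least 20 cells analyzed; inconclusive = wells under 20 cells, flagged as cytotoxic or low count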;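 note: 0% = DMSO without peptide and 100% = 100 nM NTR1 peptide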
# Target sequence (P30989 whole entry, looked up): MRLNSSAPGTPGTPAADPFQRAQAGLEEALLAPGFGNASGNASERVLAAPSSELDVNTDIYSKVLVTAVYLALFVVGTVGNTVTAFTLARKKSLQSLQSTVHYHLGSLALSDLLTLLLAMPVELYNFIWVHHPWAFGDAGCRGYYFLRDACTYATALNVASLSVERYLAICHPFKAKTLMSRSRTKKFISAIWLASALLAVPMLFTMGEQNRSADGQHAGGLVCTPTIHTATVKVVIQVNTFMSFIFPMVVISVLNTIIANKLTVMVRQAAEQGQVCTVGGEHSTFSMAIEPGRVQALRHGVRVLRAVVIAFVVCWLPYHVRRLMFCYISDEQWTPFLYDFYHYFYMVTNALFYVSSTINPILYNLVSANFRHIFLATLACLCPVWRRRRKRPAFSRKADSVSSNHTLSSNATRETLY
# WT yeast gro inh – growth inhibition of WT strain, primary screen, mitochondrial fusion inhibitor project, WT and mutant strains, chemical genetic. mitochondrial fusion phenotypic screen. inhibition, % at 10 µM. 2.1% of 190,000 active. AID 1362, 2008; in the data active = inhibition above about 58%; tested in S. cerevisiae
# Autophagy HCS – autophagy modulators in MEF cells, primary screen, imaging, high-content, MEF GFP-LC3. 0.98% of 190,000 active. AID 463193, 2010. calls only at 10 µM (by protocol). MEF GFP-LC3 puncta imaging; test concentration mostly 10 µM;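 active = percentage of spot-positive cells more than 3 SD above its plate mean, without a fluorescence outlier flag or 80% toxicity; inconclusive = no clear call, values can overlap the other calls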;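 note: spot-positive cell cutoff set from DMSO-treated cells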
# GPR35 arrestin U2OS – GPR35 antagonists blocking zaprinast-driven arrestin recruitment, primary screen, imaging, U2OS, beta-arrestin-GFP, zaprinast agonist (AID 2058); G-protein coupled receptor 35 (Homo sapiens); U2OS GPR35 beta-arrestin-GFP translocation imaging, zaprinast antagonism; higher % means a stronger effect; inhibition, % at 10 µM, or IC50 in µM where a hit was titrated; 0.052% of 290,000 active;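 active = inhibition of at least 50% with at least 30 cells and total cytoplasm GFP at most 10,000,000; inconclusive = under 30 cells or total GFP of 10,000,000 plus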
# Dengue-2 NS5 capping – Dengue-2 NS5 methyltransferase inhibitors, primary screen, biochemical, confirmation dose response (AID 588689); Genome polyprotein (Dengue virus type 2 (strain 16681-PDK53)); Dengue-2 NS5 methyltransferase capping enzyme assay, biochemical; higher % means a stronger effect; one-dose inhibition, % at 25 µM; IC50 in µM for titrated hits; 0.3% of 340,000 active; in the data active = a potency from the dose series; inconclusive = inhibition above about 29% without an active follow-up result
# RSV CPE inhibition – RSV antiviral activity via CPE protection, HEp-2 cells, primary 10 µM value included (AID 2391) | HEp-2 cells, RSV-induced CPE inhibition; higher % means a stronger effect | CPE inhibition, % at 10 µM, or IC50 in µM where a hit was titrated | 0.13% of 310,000 active; in the data active = a potency from the dose series; inconclusive = CPE inhibition mostly from about 23% at the one dose, without a potency; inactive = the rest, 99 in 100 with CPE inhibition below about 21%; note: strong numbers were not always called active
# WT yeast gro inh mutant strain – also measured in WT yeast gro inh; calls as there; inhibition, %; mitochondrial fusion phenotypic screen, mutant strain inhibition
# Autophagy HCS cell loss 18 h – second read-out of Autophagy HCS, no call of its own (marks repeat the call); toxicity, %; measured here: cell loss, nuclei count;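 cell loss after 18 h compound exposure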
# NTR1 ag cell count 20 µM – recorded beside NTR1 ag, whose call it bears; cell count; measured here: cell count, cytotoxicity flag
# Dengue-2 NS5 capping pilot replicate – recorded beside Dengue-2 NS5 capping, whose call it bears; inhibition, %; measured here: pilot screen replicate inhibition
# Active calls of the source: *; i = inactive; ? = inconclusive; · = not tested or not shown; [ ] = another dose, or the depositor's remark.
SMILES,K1F lysis inhibition,AID2073,LYP phosphatase,NTR1 ag,NTR1 ag cell count 20 µM,WT yeast gro inh,WT yeast gro inh mutant strain,Autophagy HCS,Autophagy HCS cell loss 18 h,GPR35 arrestin U2OS,Dengue-2 NS5 capping,RSV CPE inhibition,others
COC(C(=O)NC1CC1)c1ccccc1 (centres undefined),-3.1%,-6%,-4%,0.1,59,-15,-14,i,6,-5%,-7%,2.2%,
Clc1ccc2oc(-c3cccnc3)nc2c1,0.4%,-2%,-9%,0.6,70,10,2,i,2,7%,2%,2.2%,
CN(Cc1ccccc1F)c1nc(-c2cccs2)nc2ccccc12,0.2%,8%,0%,4.6,77,45,7,i,-8,-6%,-7%,?,
COc1ccc(-c2c(C)nn(-c3ccccc3)c2N)cc1,6.2%,-3%,-4%,1.4,62,-1,-3,i,-1,14%,0%,0.3%,
COC(=O)c1cccc(Cn2c(Cl)c(/C=N/Nc3ccccc3C)sc2=O)c1,1.9%[50 µM],-3%,1%,·,·,-5,-12,i,-7,-5%,-5%,-0.8%,
O=C(c1ccc(Br)o1)N1CCN(C23CC4CC(CC(C4)C2)C3)CC1,0.6%[50 µM],4%,-8%,1.1,66,·,·,·,·,6%,1%,7.4%,
CC1Cn2c(nc(=O)c3c2NCN(CCc2ccccc2)C3)S1 (centres undefined),0.1%,12%,-6%,0.8,62,1,-6,i,1,9%,-1%,2.5%,
N#Cc1nc(COc2ccc(F)cc2)oc1N1CCN(Cc2ccccc2)CC1,9.2%,-2%,4%,2.1,47,34,23,i,12,-7%,1%,6.3%,
O=C(Cc1cccs1)N1CCN=C1SCc1ccc(F)cc1,0.1%,-14%,-6%,0.0,58,-6,-4,i,1,-2%,-4%,0.3%,
O=C(N/C(=C\c1cccs1)C(=O)N1CCOCC1)c1cccs1,-0.5%,3%,1%,1.4,47,3,4,i,-3,-4%,-2%,1.0%,
Nc1ccc(C(=O)N/N=C/c2cn(Cc3ccccc3)c3ccccc23)cc1,-1.1%[50 µM],15%,-3%,1.8,67,·,·,·,·,-4%,4%,4.3%,
CCn1cc(Br)c(-c2nc3ccccc3c(=O)n2N)n1,7.9%,-6%,-4%,0.0,80,5,13,i,-5,-6%,-5%,1.1%,
COc1ccc(CCNC(=O)Cn2c(=O)cnc3ccccc32)cc1,0.9%,-6%,-12%,-1.1,34,1,-14,i,4,-8%,-1%,-0.2%,
O=C1CC(c2ccccc2)CN1Cc1ccccc1 (centres undefined),6.7%,9%,-2%,1.1,66,16,14,i,1,2%,-6%,2.8%,
Cc1cccn2c(CN(C)CC3Cc4ccccc4O3)c(C(=O)N3CCCCC3)nc12 (centres undefined),0.3%,2%,-4%,0.2,51,0,8,i,20,8%,3%,-0.6%,
CCCCCCc1cc2cc(-c3nnc(-c4ccccc4OC)o3)c(=O)oc2cc1O,-0.7%,·,21%,0.2,92,33,5,?,·,-25%,?,11%,
CCOC(=O)Nc1ccc(S(=O)(=O)N2CCOCC2)cc1,-0.5%,1%,-10%,1.1,73,·,·,i,-4,4%,-4%,4.2%,
COC(=O)[C@@H]1C[C@@]2(O)[C@H](O)[C@H](O)[C@H](O)C[C@H]2N1Cc1ccc(C(C)(C)C)cc1,1.3%,?,-8%,-4.5,87,·,·,·,·,-3%,-9%,0.3%,
O=C(Nc1ncccc1O)c1c(O)c2ccccc2[nH]c1=O,0.6%,2%,0%,-2.2,65,·,·,·,·,-5%,-5%,0.9%,
COc1cccc(C(C(=O)NC2CCCC2)N(C(=O)c2csnn2)C2CC2)c1 (centres undefined),0.4%,-1%,-13%,1.3,49,·,·,·,·,6%,2%,0.4%,
O=C(CS(=O)(=O)Cc1ccccc1)Nc1ccc2c(c1)OCO2,0.3%,44%,-5%,-1.4,57,-17,11,i,4,-9%,-4%,1.1%,
CCOC(=O)CN1Cc2cccc(C(=O)O)c2C1=O,1.6%,2%,-4%,0.5,70,18,7,i,9,34%,3%,0.3%,
COc1cc(NC(=S)NCCCN(C)C)c(OC)cc1NC(=O)c1ccco1,0.2%,8%,-6%,-0.9,57,·,·,·,·,14%,-8%,-1.4%,
C=CCNCCCCOc1ccccc1-c1ccccc1,-0.1%,25%,-3%,1.9,40,11,9,i,-2,2%,-1%,1.0%,
CN(C)S(=O)(=O)c1ccc(Cl)c(C(=O)Nc2ccccc2[N+](=O)[O-])c1,1.9%,2%,-6%,-1.2,46,2,-14,i,-6,-4%,-7%,0.6%,
CC(=O)Nc1ccc(N2C(=O)CC(Sc3nc(C)cc(C)n3)C2=O)cc1 (centres undefined),0.6%,8%,-2%,-1.2,77,·,·,·,·,1%,-5%,1.9%,
CCCCN(CCCC)CC(O)CN(c1cc([N+](=O)[O-])ccc1OC)S(=O)(=O)c1ccccc1 (centres undefined),3.5%[50 µM],-5%,-5%,1.3,73,-4,-9,i,0,-8%,0%,0.2%,
Cc1ccc(S(=O)(=O)N2CCN(C(=O)c3ccccc3)CC2)c(C)c1NS(C)(=O)=O,0.4%,-7%,-1%,0.1,45,-22,-11,i,0,-15%,-2%,1.9%,
COCCn1c(Cc2ccccc2)nnc1SCC(=O)N(C)C,2.0%,1%,-5%,-2.5,52,25,21,i,-26,-1%,-7%,-1.1%,
O=C(COc1ccc(Cl)cc1)NCc1nnc(SCC(=O)N2CCCCCC2)o1,0.2%,-5%,-10%,-0.4,93,6,4,i,6,4%,-12%,1.3%,

# Random excerpt: two entries already listed, in no set order.
SMILES,K1F lysis inhibition,AID2073,LYP phosphatase,NTR1 ag,NTR1 ag cell count 20 µM,WT yeast gro inh,WT yeast gro inh mutant strain,Autophagy HCS,Autophagy HCS cell loss 18 h,GPR35 arrestin U2OS,Dengue-2 NS5 capping,RSV CPE inhibition,others
Cc1ccc(S(=O)(=O)N2CCN(C(=O)c3ccccc3)CC2)c(C)c1NS(C)(=O)=O,0.4%,-7%,-1%,0.1,45,-22,-11,i,0,-15%,-2%,1.9%,
O=C1CC(c2ccccc2)CN1Cc1ccccc1 (centres undefined),6.7%,9%,-2%,1.1,66,16,14,i,1,2%,-6%,2.8%,

# Other compounds:
SMILES,K1F lysis inhibition,AID2073,LYP phosphatase,NTR1 ag,NTR1 ag cell count 20 µM,WT yeast gro inh,WT yeast gro inh mutant strain,Autophagy HCS,Autophagy HCS cell loss 18 h,GPR35 arrestin U2OS,Dengue-2 NS5 capping,RSV CPE inhibition,others
CC(=O)c1c(C)nc(-c2ccc(OCC(=O)Nc3ccccc3)cc2)n1O,-0.2%,-1%,-1%,1.5,45,13,-4,i,5,1%,-19%,-0.6%,
CCNC(=O)CC1C(=O)N(c2ccccc2)C(=O)N1CCOC (centres undefined),0.0%,19%,-8%,-1.9,88,·,·,·,·,7%,7%,1.9%,
CCC(=O)Nc1cccc(C2=NOC3(C2)C[C@@H](C(N)=O)N(C(=O)c2ccccc2C(=O)c2ccccc2)C3)c1 (some centres undefined),-1.6%,5%,-8%,0.3,78,·,·,·,·,-2%,-4%,-0.6%,
COc1cc(C(=O)Nc2cc(-c3ccccc3)[nH]n2)cc(OC)c1OC,1.3%,-4%,-8%,-1.8,77,-19,-5,·,·,-19%,9%,2.8%,
O=C(CCCCCn1c(=O)[nH]c2ccccc2c1=O)NCCCN1CCN(c2ccccc2F)CC1,-0.1%,-1%,-3%,0.9,78,-23,-3,i,5,10%,3%,-1.2%,
COc1cc(OC)c(-c2nnc3n(CCc4ccccc4)c(=O)c4ccccc4n23)cc1OC,·,8%,0%,-0.9,43,15,0,i,27,-2%,·,-0.2%,
Cc1ccccc1OCCn1cc(/C(N)=N/O)c2ccccc21,0.5%,-10%,-7%,1.4,44,0,4,i,3,-16%,-4%,11%,
CCCCCOC(=O)Nc1ccc(S(=O)(=O)Nn2cnnc2)cc1,-2.0%,0%,-1%,-1.1,42,-5,-3,i,-2,19%,-2%,4.0%,
CCCNC(=O)C1(O)c2cc(Br)ccc2NC(=O)N1c1ccc(Cl)cc1 (centres undefined),0.0%,-2%,-5%,1.0,77,·,·,·,·,1%,1%,0.7%,
CCOC(=O)N1CCC2(CC1)C(C#N)=C(N)OC1=C2C(=O)CCC1,0.5%,4%,-6%,0.9,60,-4,13,i,17,-7%,-8%,1.9%,
Cc1ccc(NC(=O)/C=C/c2ccc([N+](=O)[O-])s2)c(C)c1,-2.2%,-12%,-4%,·,·,16,-4,i,22,20%,-10%,-1.4%,
COc1cccc2c(N/N=C/c3ccccc3)cc(C)nc12,0.2%,-2%,-6%,0.6,51,·,·,·,·,-3%,1%,0.6%,
CCn1c(SCc2c(Cl)cccc2Cl)nc2nc3c(cc2c1=O)CCCC3,1.3%,·,·,8.6,39,·,·,·,·,·,-6%,4.4%,
Cc1c(N/N=C(\C#N)C(=O)c2ccc(Cl)cc2)c(=O)n(-c2ccccc2)n1C,-5.0%,1%,-8%,·,·,-8,-9,i,23,3%,-2%,-1.5%,
COc1ccc(CCN2CCCC(CN(C)Cc3cc(OC)c(OC)c(OC)c3)C2)cc1 (centres undefined),-0.1%,10%,-13%,-0.7,99,·,·,·,·,-5%,-11%,0.3%,Dengue-2 NS5 capping pilot replicate=2.1
CC(C)(O)c1[nH]c2cc(F)ccc2c1C(C)(C)O,-1.4%,8%,0%,·,·,·,·,·,·,0%,0%,2.9%,
Cc1cccc(OCC(=O)Nc2ccc(S(=O)(=O)N3CCN(C)CC3)cc2)c1,1.3%,-5%,-5%,-0.5,55,1,-4,i,-7,2%,-7%,1.7%,
COC(=O)Cc1ccc(NC(=S)NCc2ccccc2)cc1,2.6%[50 µM],1%,0%,-1.5,70,4,-1,i,-4,13%,1%,1.5%,
O=C(/C=C/c1ccccc1[N+](=O)[O-])Nc1ccccc1,0.1%,-12%,-1%,-0.9,65,7,5,i,3,1%,-2%,14%,
CC1CCc2c(sc3ncn(CC(=O)N=Nc4c(O)[nH]c5ccccc45)c(=O)c23)C1 (centres undefined),1.1%[50 µM],6%,-11%,21,69,·,·,·,·,-12%,8%,4.6%,
Cc1ccc(Cn2cc(S(=O)(=O)c3ccc(Cl)cc3)c(=O)c3cc(F)ccc32)cc1,1.3%,?,0%,2.3,48,13,7,i,2,16%,-6%,0.6%,
O=C(CC1C(=O)NCCN1Cc1cccc(Oc2ccccc2)c1)NCCn1cccn1 (centres undefined),0.1%,-5%,-6%,-0.5,86,5,-1,i,7,12%,7%,1.6%,
Cn1c(=O)c2c(SCc3ccccc3)nc(C3CC3)nc2n(C)c1=O,0.2%,2%,2%,10,52,·,·,·,·,-11%,-11%,1.1%,
